# Growth percent in the NCI-60 one-dose screen (48 h, 10 µM unless noted): 100 = growth as untreated, 0 = no growth, -100 = all killed.
# MOLT-4: MOLT-4 leukemia cells; actives 6.9% (n = 80,000); AID 1794779
# K-562: K-562 leukemia | actives 7.4% (n = 78,000)
# MDA-MB-468: MDA-MB-468 breast cancer; actives 8.5% (n = 78,000); AID 2202374
# SR: SR leukemia cells; actives 8.7% (n = 73,000)
# RPMI-8226: RPMI-8226 leukemia cells | actives 7.5% (n = 77,000)
# CCRF-CEM: CCRF-CEM leukemia | actives 7% (n = 77,000)
# MDA-MB-435: MDA-MB-435 melanoma; actives 7.8% (n = 82,000); AID 1794794
# MDA-MB-231: MDA-MB-231 breast cancer; actives 5% (n = 81,000)
# Numbers without * were called inactive; nt = not tested or not shown. Rule for the calls: active = growth percent below 10; inactive = the rest.
# Each structure is followed by: MOLT-4, K-562, MDA-MB-468, SR, RPMI-8226, CCRF-CEM, MDA-MB-435, MDA-MB-231
1	Cc1ccc(OCc2ccc(C(=O)Nc3nccs3)o2)cc1
→ 104, 103, 109, 105, 99, 101, 102, 107
2	COc1ccc(C(=O)CCN2CCC(C)CC2)cc1
→ 96, 106, 96, 110, 100, 102, 102, 125
3	S=c1[nH]cnc(S)c1Cl
→ 90, 106, 105, 114, 106, 108, 114, 116
4	O=C(Nc1ncccn1)c1ccc([N+](=O)[O-])cc1
→ 107, 109, 109, 101, 100, 100, 105, 105
5	CCCCOc1nc2ccccc2cc1/C=C/c1cc(/C=C/c2cc3ccccc3nc2OCCCC)n(-c2ccccc2)n1
→ 99, 99, 104, 99, nt, 101, 108, 103
6	COC(=O)CCSC1=C(C)C(=O)c2ccccc2C1=O
→ 32, 38, -24*, 71, 45, 46, 106, 76
7	COC(=O)[C@@]1(O)C=Cc2nc3ccccc3c(=O)n21
→ 110, 103, 115, 74, 85, 90, 109, 96
8	CN(Cc1ccc(C(F)(F)F)cc1)c1cc(C(=O)Nc2ccccc2)ncn1
→ 93, 71, 58, 41, 82, 88, 78, 85
9	c1cc2ccc3cc2cc1CNCCN1CCNCc2ccc4ccc(cc4c2)CNCCN(CCNC3)CCNCc2ccc3ccc(cc3c2)CNCC1
→ 8.0*, 13, -45*, 10, 7.7*, 51, -5.2*, -24*
10	CCOC(=O)c1c(NC(=O)c2cccc(C(F)(F)F)c2)sc2c(CN3CCN(C)CC3)c(O)ccc12
→ -28*, 1.4*, -2.4*, 23, -29*, -24*, -82*, -75*
11	COc1ccc(N=Nc2c(N)nn3c(-c4cc5ccccc5oc4=O)ccnc23)cc1
→ 104, 52, 25, 21, 73, 96, 76, -3.2*
12	NC(CO)C(=O)NNCc1ccc(O)c(O)c1O (configuration not stated)
→ 105, 101, 115, 97, 99, 113, 113, 102
13	CCCCCCCN(CCCCCCC)C(=N)c1ccnc2ccccc12
→ -17*, -15*, -83*, -45*, nt, nt, -89*, -71*
14	Cc1ccc(S(=O)(=O)N2CCc3ccc(O)c4c3C2Cc2cc(Cl)ccc2-4)cc1 (configuration not stated)
→ 74, 25, 54, 19, 94, 94, 8.9*, 82
15	CCN(CC)CCC(C#N)(CCN(C)C)c1ccccc1 (configuration not stated)
→ 102, 95, 99, 85, 100, 90, 98, nt
16	CCCCn1c(=O)c(/C=C/C(=O)/C=C(/C=C/c2cc3cc(OC)ccc3n(CCCC)c2=O)OB(F)F)cc2cc(OC)ccc21
→ 96, 91, 106, 86, nt, 94, 108, 101
17	O=C1Nc2ccccc2/C1=N\n1c(N/N=C/c2cccc([N+](=O)[O-])c2)n[nH]c1=S
→ 103, 110, 95, 98, 98, 97, 104, 98
18	Oc1ccc2ccccc2c1CNc1ccc2ccccc2c1
→ 73, nt, 72, 82, 82, 85, 98, 66
19	COc1cc(-c2nnc(/C=C/c3cn(-c4ccccc4)nc3-c3ccc(C)cc3)o2)cc(OC)c1OC
→ 91, 79, 88, 76, 86, 89, 93, 86
20	Cc1cc(Cl)nc(N(CCCNc2ccnc3cc(Cl)ccc23)Cc2ccco2)n1
→ -1.0*, 0.3*, 0.5*, -14*, -29*, 21, 23, 23
21	O=C1CCCN1C1CCN(Cc2ccc(Cl)cc2)c2ccc(Cl)cc21 (configuration not stated)
→ 42, nt, 70, 45, 64, 60, 83, 75
22	COc1ccc(/C=C\C(=O)c2ccccc2O)cc1
→ 95, 91, 99, 82, 83, 89, 103, 121
23	CC(C)C(=O)Cc1ccncc1
→ 94, 103, 110, nt, 96, 101, 99, 115
24	Cn1cc(-c2cc3ncnc(Nc4ccc(CC(=O)Nc5nc(C(C)(C)C)cs5)cc4)c3s2)cn1
→ 16, 16, 31, 36, 39, 23, 55, 46
25	CCOC(C)=N
→ 95, 102, 117, 87, 93, 99, 118, 106
26	CCCCOC(=O)C(N)Cc1c[nH]c2ccccc12 (configuration not stated)
→ 94, 101, 95, 99, 97, 89, 108, 93
27	CCOC(=O)NCCc1ccccc1
→ 90, 91, 112, 74, nt, 116, 108, 116
28	CC(=O)N1N=C(c2ccc(Nc3nc(NCCO)nc(NCCO)n3)cc2)CC1c1ccc(F)cc1 (configuration not stated)
→ 105, 121, 102, 105, 116, 95, 101, 104
29	O=[N+]([O-])/C(=C/c1ccccc1)c1ccccc1
→ 99, 98, 99, 89, 108, 98, 107, 112
30	O=C(NO)C(=O)NCc1ccccc1
→ 96, 98, 98, 87, 105, 95, 95, 115
31	O=C1CCC(NNC(=O)c2ccc([N+](=O)[O-])cc2)N1 (configuration not stated)
→ 100, 97, 110, 103, 101, 101, 103, 108
32	Cc1cc(=O)oc2cc(OCCOc3ccc(/C=C/C(=O)Nc4ccccc4)cc3)ccc12
→ 116, 108, 89, 111, 102, 100, 92, 96
33	Cc1c(C(=O)NCCC(=O)NO)sc2ncnc(Nc3ccc(F)c(Cl)c3)c12
→ 115, 113, 103, 111, 110, 105, 102, 103
34	O=C1/C(=C2\SC(=S)N(Cc3ccccc3)C2=O)SC(=S)N1Cc1ccccc1
→ 98, 110, 98, 101, 105, 109, 102, 99
35	CC(C)(C)CC(C)(C)c1ccc(O)c(Cc2ccc(Cl)cc2Cl)c1
→ -63*, -59*, -89*, -57*, -11*, -37*, -81*, -88*
36	CN1/C(=C\C=C\C2=[N+](C)c3ccccc3C2(C)C)C(C)(C)c2ccccc21
→ -13*, 6.4*, -40*, -33*, -8.7*, 7.6*, -49*, 6.2*
37	COc1cc(Cn2c(SCc3ccc(Cl)cc3)nc3ccccc3c2=S)cc(OC)c1OC
→ 75, 73, 95, 73, 79, 90, 107, 72
38	COc1ccc(Cn2cc(C(=O)N=Nc3c(O)[nH]c4ccccc34)nn2)cc1
→ 93, 90, 99, 95, 105, 104, 100, 101
39	CCOC(=O)C1=C2C=Cc3c(ccc4ccccc34)N2C(C(C)=O)C1 (configuration not stated)
→ 55, 68, 96, 51, 54, 80, 92, 65
40	C=CCn1c(SCC(=O)c2ccccc2)nnc1-c1cc(-c2ccc(S(C)(=O)=O)cc2)nc2ccccc12
→ 91, 84, 96, 101, 76, 96, 100, 77
41	CCOC(=O)Nc1ccc(C(=O)OCCN(CC)CC)cc1
→ 75, 86, 110, 84, 90, 84, 107, 90
42	CCCN1[C@@H]2CC[C@H]1/C(=C\c1cc(OC)ccc1OC)C(=O)/C2=C/c1cc(OC)ccc1OC
→ 46, nt, 66, 65, 58, 73, 84, 83
43	CCOC(=O)C(Cc1ccccc1)N1C(=O)/C(=C/N2N=C(c3ccc(OC)cc3)CC2c2ccc3ccccc3c2)SC1=S (configuration not stated)
→ 4.2*, 12, -34*, 6.5*, 4.1*, 6.0*, 16, 3.6*
44	COc1ccc(/C=C2\COc3ccc(O)c(O)c3C2=O)cc1OC
→ -22*, 0.1*, -23*, -1.3*, nt, -14*, -0.9*, -2.3*
45	CC(O)(c1ccccc1)C(C(c1ccccc1)N1CCOCC1)N1CCOCC1 (configuration not stated)
→ 106, 108, 114, 89, 102, nt, 107, 102
46	COc1ccc(C2CC(c3ccc(-c4ccccc4)cc3)=NN2c2ccc(S(N)(=O)=O)cc2)cc1 (configuration not stated)
→ 55, 53, nt, 80, 57, 52, 76, 70
47	CCCc1cc2cc(-n3nc(C)c4c3CC(C)(C)CC4=O)cc(NC3CCC(O)CC3)c2c(=O)[nH]1 (configuration not stated)
→ 15, 10, -1.0*, 24, 15, 20, 21, -0.1*
48	N#C/C(C(=O)Nc1ccc(S(N)(=O)=O)cc1)=C1\C(=O)Nc2ccc(F)cc21
→ 146, 115, 108, 137, 113, 117, 97, 92
49	CCCCNC(=O)CSc1nc2ccccc2c(=O)n1-c1ccc(S(=O)(=O)Nc2ccc(Cl)nn2)cc1
→ 88, 95, 95, 95, 92, 100, 108, 100
50	COc1cc2c(cc1OC)-n1c(cnc1-c1ccccc1)N1NC(=O)CN=C21
→ 93, 90, 89, 76, 89, nt, 96, 101
51	COC(=O)c1cccc(C)c1[N+](=O)[O-]
→ 120, 99, 112, 107, nt, 96, 113, 115
52	O=[N+]([O-])c1cc([N+](=O)[O-])c2ccc(S(=O)(=O)O)cc2c1O
→ 90, 95, 111, 76, 102, 97, 116, 102
53	O=C(Cc1ccc(NS(=O)(=O)c2ccccc2)cc1)N1CCN(c2ccc(F)cc2)CC1
→ 87, 96, 77, 88, 80, 83, 97, 76
54	Cc1cn2nc(C)sc2n1
→ 101, 94, nt, 101, 101, 100, 105, 100
55	O=C(NCn1c(=O)[nH]c2ccccc2c1=O)N1CCOCC1
→ 107, 93, 92, nt, 101, 99, 101, 92
56	S=C(SCc1cc(Cl)cc2c1OCOC2)N1CCSCC1
→ 91, 84, 108, nt, 89, nt, 100, 88
57	Cc1cc(C)n(-c2ccc(C(=O)Nc3sccc3C(N)=O)cc2)n1
→ 90, 85, nt, 73, 70, 97, 91, 113

# Values by screen from the list:
# Nos. 38 to 49 in CCRF-CEM, in turn: 104, 80, 96, 84, 73, 6.0*, -14*, nt, 52, 20, 117, 100
# Nos. 38 to 49 in MDA-MB-231, in turn: 101, 65, 77, 90, 83, 3.6*, -2.3*, 102, 70, -0.1*, 92, 100
# Nos. 38 to 49 in MDA-MB-435, in turn: 100, 92, 100, 107, 84, 16, -0.9*, 107, 76, 21, 97, 108

# In a second layout: results already given.
1: Cc1ccc(OCc2ccc(C(=O)Nc3nccs3)o2)cc1
2: COc1ccc(C(=O)CCN2CCC(C)CC2)cc1
3: S=c1[nH]cnc(S)c1Cl
4: O=C(Nc1ncccn1)c1ccc([N+](=O)[O-])cc1
5: CCCCOc1nc2ccccc2cc1/C=C/c1cc(/C=C/c2cc3ccccc3nc2OCCCC)n(-c2ccccc2)n1
6: COC(=O)CCSC1=C(C)C(=O)c2ccccc2C1=O
7: COC(=O)[C@@]1(O)C=Cc2nc3ccccc3c(=O)n21
Assay by compound	1	2	3	4	5	6	7
MOLT-4	104	96	90	107	99	32	110
K-562	103	106	106	109	99	38	103
MDA-MB-468	109	96	105	109	104	-24*	115
SR	105	110	114	101	99	71	74
RPMI-8226	99	100	106	100	nt	45	85
CCRF-CEM	101	102	108	100	101	46	90
MDA-MB-435	102	102	114	105	108	106	109
MDA-MB-231	107	125	116	105	103	76	96

8: CN(Cc1ccc(C(F)(F)F)cc1)c1cc(C(=O)Nc2ccccc2)ncn1
9: c1cc2ccc3cc2cc1CNCCN1CCNCc2ccc4ccc(cc4c2)CNCCN(CCNC3)CCNCc2ccc3ccc(cc3c2)CNCC1
10: CCOC(=O)c1c(NC(=O)c2cccc(C(F)(F)F)c2)sc2c(CN3CCN(C)CC3)c(O)ccc12
11: COc1ccc(N=Nc2c(N)nn3c(-c4cc5ccccc5oc4=O)ccnc23)cc1
12: NC(CO)C(=O)NNCc1ccc(O)c(O)c1O (configuration not stated)
13: CCCCCCCN(CCCCCCC)C(=N)c1ccnc2ccccc12
14: Cc1ccc(S(=O)(=O)N2CCc3ccc(O)c4c3C2Cc2cc(Cl)ccc2-4)cc1 (configuration not stated)
Assay by compound	8	9	10	11	12	13	14
MOLT-4	93	8.0*	-28*	104	105	-17*	74
K-562	71	13	1.4*	52	101	-15*	25
MDA-MB-468	58	-45*	-2.4*	25	115	-83*	54
SR	41	10	23	21	97	-45*	19
RPMI-8226	82	7.7*	-29*	73	99	nt	94
CCRF-CEM	88	51	-24*	96	113	nt	94
MDA-MB-435	78	-5.2*	-82*	76	113	-89*	8.9*
MDA-MB-231	85	-24*	-75*	-3.2*	102	-71*	82

15: CCN(CC)CCC(C#N)(CCN(C)C)c1ccccc1 (configuration not stated)
16: CCCCn1c(=O)c(/C=C/C(=O)/C=C(/C=C/c2cc3cc(OC)ccc3n(CCCC)c2=O)OB(F)F)cc2cc(OC)ccc21
17: O=C1Nc2ccccc2/C1=N\n1c(N/N=C/c2cccc([N+](=O)[O-])c2)n[nH]c1=S
18: Oc1ccc2ccccc2c1CNc1ccc2ccccc2c1
Assay by compound	15	16	17	18
MOLT-4	102	96	103	73
K-562	95	91	110	nt
MDA-MB-468	99	106	95	72
SR	85	86	98	82
RPMI-8226	100	nt	98	82
CCRF-CEM	90	94	97	85
MDA-MB-435	98	108	104	98
MDA-MB-231	nt	101	98	66

# Compound activity as filed in PubChem BioAssay.
